Neddylation inh: cullin neddylation inhibition. TR-FRET cullin neddylation, biochemical. calls only at 25 µM. hit rate 0.58% among 360,000. AID 651699; in the data active = inhibition above about 36%
Target sequence (P61081 whole entry, looked up): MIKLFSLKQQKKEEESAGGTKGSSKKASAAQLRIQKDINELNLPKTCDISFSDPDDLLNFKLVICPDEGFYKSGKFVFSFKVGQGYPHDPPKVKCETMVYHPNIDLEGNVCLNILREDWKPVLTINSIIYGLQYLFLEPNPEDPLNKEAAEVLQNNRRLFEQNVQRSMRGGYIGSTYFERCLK
Target sequence (Q13564 whole entry, looked up): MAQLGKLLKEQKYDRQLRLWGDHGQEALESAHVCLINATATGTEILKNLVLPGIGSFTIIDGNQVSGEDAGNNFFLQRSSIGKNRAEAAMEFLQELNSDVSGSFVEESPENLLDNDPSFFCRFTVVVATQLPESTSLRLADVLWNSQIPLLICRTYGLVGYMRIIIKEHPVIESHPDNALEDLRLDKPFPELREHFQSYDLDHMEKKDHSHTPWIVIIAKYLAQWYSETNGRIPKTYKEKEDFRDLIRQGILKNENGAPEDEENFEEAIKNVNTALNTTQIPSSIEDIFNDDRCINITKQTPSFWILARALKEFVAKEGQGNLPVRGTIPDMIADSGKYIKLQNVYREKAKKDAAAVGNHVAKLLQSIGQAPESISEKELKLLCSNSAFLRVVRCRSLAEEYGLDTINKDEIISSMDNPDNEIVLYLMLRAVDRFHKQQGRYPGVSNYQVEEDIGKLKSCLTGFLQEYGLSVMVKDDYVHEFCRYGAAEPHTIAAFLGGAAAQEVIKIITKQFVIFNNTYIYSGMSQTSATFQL
MT1-MMP act inh: blocks activation of human MT1-MMP; HT1080 RFP-PRO-GFP cells, GFP/RFP ratio fluorescence, overnight; percent of plate control window, DMSO zero; GFP/RFP ratio change, % at 20 µM; hit rate 0.061% among 360,000;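 active = GFP/RFP ratio change of at least 30% with cell ATP level not reduced by more than half and red fluorescence within 50% of control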; note: strong numbers were not always called active
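Assay system: RFP-PRO-GFP reporter HT1080 cells; read-out basis: GFP/RFP fluorescence ratio; benchmarks: DMSO wells and RFP-L50D-GFP cells; doses: 20 µM single dose, 1% DMSO; schedule: overnight cell settling, then overnight compound exposure, 37 °C, 5% CO2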
MLLE-PAM2 inh: blocks PAM2 peptide binding to the PABP1 MLLE domain; P11940; inhibition, % at 20 µM; GST-MLLE / FITC-PAM2 fluorescence polarization; hit rate 0.36% among 360,000; in the data active = inhibition above about 35%, passing the limit was not always enough;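 note: plate controls were DMSO wells with GST-MLLE for no effect and wells lacking GST-MLLE protein for full effect; some results filed as inactive read as strong as hits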
FAS TE block: FAS thioesterase (human) inhibition | P49327 | recombinant FAS-TE, OMFH fluorogenic substrate, fluorescence endpoint | inhibition, % at 15 µM | hit rate 0.67% among 360,000;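 active = compounds whose normalised, plate-corrected inhibition of enzyme fluorescence in the single-dose primary screen is 50% or more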;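 note: 0% = DMSO with enzyme and 100% = substrate without enzyme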
eLon inh: E. coli protease La inhibition; P0A9M0; purified E. coli Lon protease, fluorescence polarization; inhibition, % at 7.94 µM; hit rate 0.42% among 360,000; in the data active = inhibition above about 13%, passing the limit was not always enough;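 note: 0% = enzyme with probe and DMSO and 100% = no enzyme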
SKN-1 block: inhibitors of C. elegans SKN-1 | AID 624304 | hit rate 0.49% among 360,000 | inhibition, % at 21.8 µM | C. elegans VP596 Pgst-4::GFP/RFP ratio, acrylamide-induced, 24 h;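 active = interference check ratio from 0.5 to 1.5 plus GFP to RFP signal ratio inhibition reaching or exceeding a fixed threshold, cut at about 30% in these data, passing the limit was not always enough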; note: some compounds called inactive have numbers as strong as hits
CendR NRP1 mod: modulators of CendR peptide binding to human neuropilin-1. O14786. FAM-RPARPAR peptide binding to NRP-1, fluorescence polarization. inhibition, % at 25 µM. hit rate 0.85% among 360,000. AID 602438;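 active = inhibition or corrected inhibition above about 18%, plus a signal ratio from 0.5 to 1.5, limit read from the data, passing the limit was not always enough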; note: strong numbers were not always called active
bovine MsrA act: activates bovine MsrA enzyme | purified bovine MsrA, absorbance read-out | hit rate 0.3% among 360,000 | activation, % at 10.6 µM; in the data active = activation above about 7.5%;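 note: 0% = vehicle and 100% = reference activator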
Rin1 Abl inh: human Rin1-Abl interaction inhibition | P00519+Q13671 | TR-FRET Rin1/Abl binding, biochemical | inhibition, % at 7.35 µM | hit rate 0.4% among 360,000; in the data active = inhibition above about 5%, passing the limit was not always enough
The depositor's hits bear a star; i = inactive; nt = no result given; + = active, no number.

The opening 2 entries (preview)
mol,Rin1 Abl inh,eLon inh,MLLE-PAM2 inh,SKN-1 block,Neddylation inh,MT1-MMP act inh,bovine MsrA act,CendR NRP1 mod,FAS TE block
NC(=O)N/N=C\c1cc(Br)ccc1O,-2,2,-4,-6,+,4,-3,4,-4
CCCC(C)NC(=O)COC(=O)c1ccc(Cl)c(S(N)(=O)=O)c1 (configuration not stated),1,7,5,6,i,1,-2,1,0

Main list (from the top)
mol,Rin1 Abl inh,eLon inh,MLLE-PAM2 inh,SKN-1 block,Neddylation inh,MT1-MMP act inh,bovine MsrA act,CendR NRP1 mod,FAS TE block
NC(=O)N/N=C\c1cc(Br)ccc1O,-2,2,-4,-6,+,4,-3,4,-4
CCCC(C)NC(=O)COC(=O)c1ccc(Cl)c(S(N)(=O)=O)c1 (configuration not stated),1,7,5,6,i,1,-2,1,0
C/C(=N\O)c1ccc2c3c([nH]c2c1)CCCC3,2,4,3,8,nt,-8,1,7,-18
COc1cc(C#Cc2c(-c3cncn3C)n(C)c3ccc(-c4ccc(OC)nc4)cc23)cc(OC)c1,1,-3,4,-8,nt,-6,-8,-8,18
CC1(C)C(C=C(Cl)Cl)C1C(=O)N(Cc1ccc(Cl)cc1)C1CCS(=O)(=O)C1 (configuration not stated),-4,0,2,17,i,-8,-2,2,45
O=S(=O)(NCC1CCCO1)c1ccc(S(=O)(=O)N(Cc2ccc(F)cc2)Cc2ccco2)cc1 (configuration not stated),-1,-3,8,5,nt,-1,0,-10,13
Cc1c(NC(=O)CCCCCN2C(=O)c3ccccc3C2=O)c(=O)n(-c2ccccc2)n1C,0,-9,-7,5,i,1,-4,10,-12
COC(=O)CCCn1cc(CN(C)C2CN(Cc3cn(CCCC(=O)OC)nn3)S(=O)(=O)C2)nn1 (configuration not stated),nt,-7,nt,8,i,0,-1,6,-14
COc1ccccc1N(CC(=O)NCC1CCCO1)C(=O)CNS(=O)(=O)c1ccc(Cl)cc1 (configuration not stated),-1,8,21,-11,i,0,-2,-11,-6
O=Cc1c(Sc2ccccn2)nc2ccccn2c1=O,-6,-1,12,13,i,-3,-5,9,4
CCn1c(SCC(=O)N=Nc2c(O)[nH]c3ccccc23)nc2ccccc21,-7,2,-1,5,i,-4,-3,6,-1
CCCc1nc2ccccc2c(C(=O)OCC(=O)Nc2cccc(S(=O)(=O)N3CCOCC3)c2)c1CC,-2,-2,-3,10,i,0,-12,2,27
Cc1cccc(C(=O)N2CCC(c3nc(-c4ccc(S(=O)(=O)N5CCOCC5)cc4)no3)CC2)c1,0,-7,8,-2,i,5,-4,-7,7
COC(=O)C(CCSC)NC(=O)c1cc2c(n(-c3ccccc3)c1=O)CC(C)(C)CC2=O (configuration not stated),6,-5,-16,6,i,8,-10,-3,-5
CCC(C)c1cc(S(=O)(=O)N2CCOCC2)ccc1OC (configuration not stated),4,8,1,-12,i,2,-9,-7,1
CCOC(=O)c1c(-c2ccc(OC)cc2)csc1NC(=O)CSc1ccccc1,-3,-7,8,4,i,-3,-4,-9,21
CCc1nnc(NC(=O)COc2ccc3ccccc3c2)s1,-1,1,-2,9,i,-4,0,-3,3
CCOC(=O)c1ccc(NC2=CC(=O)CC(c3ccco3)C2)cc1 (configuration not stated),4,-3,9,-11,i,3,-16,3,-2
CN(C)c1ccc(C(CNC(=O)c2ccc(F)cc2)c2c[nH]c3ccccc23)cc1 (configuration not stated),2,-8,11,8,i,-2,-1,-7,29
CC(C)(C)C(=O)CSc1nc(N)cc(=O)[nH]1,-2,-4,10,0,i,2,-3,-2,-5
COc1ccc(C(NC(=O)c2cccc(F)c2)c2ccccc2)cc1 (configuration not stated),-1,2,-3,11,i,-1,-5,5,14
CN1CCN(S(=O)(=O)c2ccc(NC(=O)c3ccc([N+](=O)[O-])cc3)cc2)CC1,2,4,-4,-14,i,2,-10,-9,2
CCC(CC)COC(=O)C1=C(C)NC(=O)NC1c1ccc(OC)cc1 (configuration not stated),2,-15,-17,9,i,4,5,-4,9
COc1cc2ncnc(NCc3ccccc3)c2cc1OC,-3,1,10,-7,i,0,-6,4,-6
CCN(CC(=O)Nc1ccccc1OC)CC(=O)Nc1c(Cl)ccc(C)c1Cl,-3,8,-5,9,i,4,-3,1,-2
COc1cc(C(=O)O)nc2ccccc12,5,0,3,0,i,10,-1,1,-4
Cc1ccc(NC2CCCN(C(=O)c3ccc(C)c(N4CCNC4=O)c3)C2)cc1C (configuration not stated),4,-4,-7,-19,i,-5,-4,7,-4
O=C(NCc1ccncc1)c1csc([C@@H]2O[C@H](CO)[C@@H](O)[C@H]2O)n1,3,7,4,18,i,-3,-7,-8,-7
CCOC(=O)C1CCN(C(=O)C2CCN(S(=O)(=O)c3cccc4nsnc34)CC2)CC1,-1,-1,-1,12,i,-1,-2,16,-7
CCCn1c(=N)c(C(=O)NC2CCCC2)cc2c(=O)n3cccc(C)c3nc21,-3,-7,-2,-8,i,5,-4,-8,-22
COc1ccc2ccccc2c1/C=N/NC(=S)Nc1cc(S(=O)(=O)N2CCOCC2)ccc1N1CCOCC1,-3,4,33,16,i,6,-5,-8,92*
Cc1cccc(-c2nc(CC(=O)Nc3cccc(S(=O)(=O)NC4=NCCC4)c3)cs2)c1,4,-10,-35,-1,i,5,-9,-15,-1
CCc1c(C)c2cc(Cl)c(O)c(CN(CC)CC)c2oc1=O,-3,4,6,10,nt,8,-4,-1,-1
CN(C1CCCCC1)S(=O)(=O)c1cc2c(cc1Cl)NC(=O)CO2,0,2,-17,6,i,-4,-1,-17,18
CCOc1ccc(OCC(=O)c2c(O)c3ccccc3oc2=O)cc1,1,-8,5,18,i,-5,-2,-18,-5
Cc1ccc(C(=O)N/C(=C\c2ccco2)C(=O)NCCCn2ccnc2)cc1,-1,3,-3,-3,i,0,-4,-4,-6
COc1ccc(OC(C)C(=O)Nc2ccccc2F)cc1 (configuration not stated),-2,-5,1,9,i,3,-5,-9,-2
O=C(NCC(c1ccco1)N1CCc2ccccc21)C(=O)Nc1ccccc1F (configuration not stated),3,6,-8,12,i,5,-1,-7,20
CN(C)S(=O)(=O)c1cccc(NC(=O)c2cccc(S(=O)(=O)N3CCCCCC3)c2)c1,2,3,6,-5,i,5,-4,11,26
CCN(CC)c1nc(C)nc2c1cnn2CCc1ccccc1,-2,4,2,4,i,-1,2,-36,-3
O=C(NC(C(=O)N/N=C/c1c2ccccc2cc2ccccc12)c1n[nH]c(=O)c2ccccc12)c1ccccc1 (configuration not stated),0,-7,5,-5,i,-12,-4,21,35
Cc1ccc(-c2cc(-c3ccccc3)c(C#N)c(N)n2)o1,-2,-9,5,23,i,-36,-1,-62,6
FC(F)(F)C12CC(c3ccccc3)=NCCN1CCN2 (configuration not stated),-1,1,4,16,i,-5,-3,-8,-11
Nn1c(SCC(=O)Nc2ccc3c(c2)OCO3)nnc1C1CC1,0,3,1,-9,i,2,-2,-1,-6
CCCc1cc(NCc2ccccn2)n2c(nc3ccccc32)c1C#N,-4,-3,7,-1,nt,4,-4,-28,7
CCOc1ccc(NC(=O)C(Cc2ccccc2)N2C(=O)c3cccc4cccc(c34)C2=O)cc1 (configuration not stated),0,1,2,10,i,7,-2,-14,-1
CC(C)NC(=S)Nc1cccc2cnccc12,-2,1,21,-5,i,nt,-4,-2,-16
CCOc1ccc(-n2c(SCC(=O)N3CCC(C(=O)O)CC3)nc3ccccc3c2=O)cc1,1,-2,-8,10,i,3,-3,5,-7
N#Cc1nc(COc2ccccc2Cl)oc1NCc1cccnc1,1,-2,-4,-5,i,-1,-1,-8,0
CC(=O)c1ccc(S(=O)(=O)N(C)CC(=O)Nc2cc(C)on2)cc1,-2,-1,-8,5,i,0,-3,11,-6
CC(C)c1cc(Cn2c3ccccc3c(=O)n2C(C)Cn2cc(C3=CCCCC3)nn2)on1 (configuration not stated),nt,nt,nt,-8,nt,11,nt,-6,nt
COc1ccc(OC)c(C(=O)NC2CCSc3ccccc32)c1 (configuration not stated),1,-13,-1,0,i,-3,-1,8,8
CN(C(=O)CCc1nc(-c2ccccc2F)no1)c1ccccc1,1,-1,6,-6,i,0,-9,21,-2
COc1ccc(N(CC(=O)NCCC2=CCCCC2)S(C)(=O)=O)cc1,0,1,3,15,i,7,-10,0,1
Cc1cccc(C)c1NC(=O)C(=O)NCCCN1CCOCC1,0,-3,6,2,i,1,-5,-3,-10
COc1ccc(C(=O)N2CCN=C2SCc2cccnc2)c(OC)c1,4,1,20,-8,i,2,7,-3,-4
CC1=C(C(=O)N2CCOCC2)CC(CC(=O)NCCCCc2ccccc2)C(=O)N1CCCN1CCCC1=O (configuration not stated),-1,-6,4,1,i,0,-4,-10,-8
O=C1NC[C@H](Cc2ccc(O)cc2)N(C[C@@H]2CCCN2C[C@H](Cc2ccccc2)N2C[C@H](Cc3ccccc3)N(CC3CCCCCC3)C(=O)C2=O)C1=O,nt,-13,nt,-1,i,-3,-3,-4,19
CCOc1ccccc1OCCCC(=O)N(C)CC(=O)Nc1cc(C)ccc1C,4,4,-1,-7,i,3,-1,10,-3
N#CC1(C#N)CC(C=O)=C(N)C1(C#N)CC(=O)C12CC3CC(CC(C3)C1)C2 (configuration not stated),0,-19,-13,5,i,-28,-3,-3,-95

(cont.)
mol,Rin1 Abl inh,eLon inh,MLLE-PAM2 inh,SKN-1 block,Neddylation inh,MT1-MMP act inh,bovine MsrA act,CendR NRP1 mod,FAS TE block
COc1ccc(C(O)c2nc(-c3ccoc3)cs2)cc1 (configuration not stated),1,-3,10,12,i,2,0,-20,2
S=C(c1ccc(-c2cccc(Cl)c2)o1)N1CCOCC1,-3,1,26,23,i,-4,-5,-3,19
Cc1ccnc(NC(=O)c2ccc([N+](=O)[O-])o2)c1,0,1,2,-9,i,3,-7,7,-2
Cc1ccc(-n2nc3c(N4CCC(C(=O)N5CCCCCC5)CC4)nnc(C)c3c2C)cc1,7,-12,-14,-10,i,0,-7,-19,-4
CCCCOP(=O)(c1ccc(N(C)C)cc1)C(O)c1ccc(C(C)C)cc1 (configuration not stated),-1,2,0,0,i,-1,-6,6,9
O=S(=O)(c1ccc(Cl)cc1)N1CCN(C(=S)NCC2CCCO2)CC1 (configuration not stated),1,-2,-121,10,i,1,2,11,-2
CCCc1cc(=O)[nH]c(SCC(=O)c2cc(C)n(C3CC3)c2C)n1,1,-2,14,-2,i,0,-3,3,4
Cc1cc(-c2ccc(S(=O)(=O)N3CCN(c4cccc(C)c4C)CC3)s2)on1,-1,-5,-6,25,i,-8,-3,8,32
Cc1ccc2[nH]c3c(c2c1)CCCC3NCCO (configuration not stated),-1,14,-4,7,i,3,-4,5,-5
CCC(=O)N1CCc2cc(S(=O)(=O)N3CCN(C(=O)c4ccco4)CC3)ccc21,-1,-6,-4,0,i,-1,-4,0,-2
COc1ccccc1NC(=O)/C(=C\c1cccnc1)NC(=O)c1ccccc1,3,-4,-3,-7,i,3,-2,11,-2
Cc1nc(C(C)NC(=O)c2cc(COc3ccc(F)c(F)c3)on2)cs1 (configuration not stated),0,-9,4,5,i,-2,-5,0,3
CCCCn1c(=O)[nH]c2ccccc21,6,-9,-4,1,i,3,-2,2,-6
Cc1ccc(S(=O)(=O)N2CCC(=O)N(C(COCc3ccc(C(F)(F)F)cc3)Cc3ccccc3)CC2)cc1 (configuration not stated),2,-11,1,-13,i,-6,-4,8,31

Assay outcomes as filed in PubChem BioAssay.
